Screens: PubChem BioAssay, several laboratories
Phagocytosis inh: inhibitors of macrophage phagocytosis. J774A.1 macrophage IgG-bead phagocytosis, imaging. inhibition, % at 5 µM. 110,000 tested, 0.07% active. AID 1029;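 active = inhibition above the mean of the plate negative controls plus 5 SD, cut at about 13% in these data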;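 also: phagocytic index as fraction of beads internalized from green versus red external bead signal; plate controls were DMSO negative control for no effect and cytochalasin-D positive control for full effect; some results beyond the cut were filed as inactive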
Yeast growth inh: yeast BB579 growth reduction in restrictive medium; S. cerevisiae BB579 growth, OD615, 48 h; inhibition, % at 10 µM; 140,000 tested, 0.51% active; AID 804;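 active = inhibition above a set limit, 3 SD over the mean compound inhibition, cut at about 44% in these data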; also: inactives centre near -24
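Test system: DeaD yeast strain BB579 / Buffer or medium: restrictive glucose-based CSMM-D medium / Doses: single 10 µM dose / Schedule: 4 h cell preincubation, 48 h compound exposure, 30 °C humidified / Technique: culture absorbance at 615 nm / Controls: amphotericin B positive control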
E-sel TNF inh: blocks E-selectin expression induced by TNF alpha; HUVEC TNFa-induced E-selectin immunofluorescence, high content; inhibition, % at 2 µM; 120,000 tested, 0.71% active;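 active = inhibition above the batch mean plus 3 SD, and confirmed as a hit on visual image review, cut at about 43% in these data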;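 also: 0% = TNF-stimulated DMSO wells and 100% = unstimulated control wells; not every result past the cut was called active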
NPY-Y2 antag: NPY-Y2 (human) receptor antagonism; inhibition, % at 2.7 µM; P49146; NPY-Y2 expressing cells, antagonist mode; 140,000 tested, 0.99% active; in the data active = inhibition above about 17%;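 also: 0% = vehicle with agonist challenge and 100% = reference antagonist with challenge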
Target sequence (P49146 whole entry, looked up): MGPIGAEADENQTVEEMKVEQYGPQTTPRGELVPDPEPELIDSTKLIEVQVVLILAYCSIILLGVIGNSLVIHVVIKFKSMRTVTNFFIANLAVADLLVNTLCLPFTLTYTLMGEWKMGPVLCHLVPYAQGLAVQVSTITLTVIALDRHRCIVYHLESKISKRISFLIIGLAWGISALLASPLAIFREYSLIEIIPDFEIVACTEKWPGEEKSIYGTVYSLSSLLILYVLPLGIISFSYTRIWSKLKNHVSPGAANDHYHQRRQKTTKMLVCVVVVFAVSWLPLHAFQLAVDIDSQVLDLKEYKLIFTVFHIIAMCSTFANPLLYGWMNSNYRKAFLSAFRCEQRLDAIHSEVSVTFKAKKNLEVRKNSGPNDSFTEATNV
HCT116 bCat-KO: beta-catenin-lacking colon tumor cell growth suppression; viability, % at 10 µM; 140,000 tested, 1.5% active; HCT116 beta-catenin knockout viability, CellTiter-Glo, 60 h; stronger effect = lower value;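 active = viability at or under a set limit, the compound median less 4 SD, cut at about 6% in these data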;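 also: 0% = Hyamine 1622 control at 20 µM and 100% = untreated cell control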
Measles CPE: protection of cells from measles virus; 140,000 tested, 1.5% active; protection (pct of control), % at 4 µM; Measles virus-infected cells, CPE protection, absorbance; in the data active = protection mostly above about 24%, no sharp cut-off; inactive = mostly below about 26%; also: some compounds called inactive have numbers as strong as hits
GALR2 blocker: antagonists of human galanin receptor 2 (GALR2). GALR2-expressing cells, antagonist mode. inhibition, % at 4 µM. 140,000 tested, 0.39% active. AID 828; in the data active = inhibition above about 27%;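 also: cells stimulated with galanin 1-16 at roughly its EC80; 0% = agonist challenge control and 100% = basal control without agonist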
Target sequence (O43603 whole entry, looked up): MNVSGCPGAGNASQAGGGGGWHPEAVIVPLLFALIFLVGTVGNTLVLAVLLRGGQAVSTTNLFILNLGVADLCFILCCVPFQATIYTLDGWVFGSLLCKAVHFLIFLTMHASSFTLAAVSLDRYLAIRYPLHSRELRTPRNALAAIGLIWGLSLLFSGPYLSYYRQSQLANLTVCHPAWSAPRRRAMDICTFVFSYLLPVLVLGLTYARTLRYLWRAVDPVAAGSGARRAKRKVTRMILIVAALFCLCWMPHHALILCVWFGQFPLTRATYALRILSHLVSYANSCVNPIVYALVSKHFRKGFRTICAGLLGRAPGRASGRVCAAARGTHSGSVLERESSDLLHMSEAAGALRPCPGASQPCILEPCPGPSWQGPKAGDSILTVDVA
PTEN del growth: PTEN-deleted cell growth suppression; HCT116 PTEN-null viability, CellTiter-Glo, 60 h; stronger effect = lower value; viability, % at 10 µM; 140,000 tested, 1.2% active; AID 827;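 active = viability at or below a set limit, 4 SD under the median of all tested compounds, cut at about 3.7% in these data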;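 also: PTEN knockout HCT116 line with beta catenin targeted HCT116 as companion control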
Yeast lifespan up: extends the lifespan of yeast. AID 775. inhibition of the nicotinamide effect, % at 10 µM. 130,000 tested, 0.68% active. S. cerevisiae growth with nicotinamide, OD615; deaD strain in restrictive glucose medium;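 active = inhibition above a set limit, placed 3 SD over the median of all compounds, cut at about 26% in these data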;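 also: 0% = nicotinamide-treated wells and 100% = cells grown without nicotinamide; some compounds called inactive have numbers as strong as hits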
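Assay system: DeaD-strain S. cerevisiae. Medium: CSMM-D glucose medium, restrictive. Reagent: nicotinamide, 1.5 mM, co-present with compound. Compound: 10 µM single point, 0.25% DMSO. Schedule: culture preincubation 4 h, compound exposure 48 h, both 30 °C. Detection: absorbance at 615 nm.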
MRP1 act: activates MRP-1. viability increase, % at 10 µM. 140,000 tested, 0.61% active. AID 799. H69AR cells + doxorubicin, viability rescue, CellTiter-Glo;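 active = viability gain under doxorubicin at or above a set limit, the compound median plus 3 SD, cut at about 4.7% in these data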;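 also: MRP-1 overexpressing cells given doxorubicin 25 µM after compound pretreatment; 18-22 h compound pretreatment then 72 h with doxorubicin before readout; 0% = doxorubicin-only wells and 100% = vehicle-treated cells without doxorubicin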
* marks the source's active call; other numbers are inactive results; . = not tested or not shown; [ ] = dose if it differs, or a comment.

SMILES	Phagocytosis inh	Yeast growth inh	E-sel TNF inh	NPY-Y2 antag	HCT116 bCat-KO	Measles CPE	GALR2 blocker	PTEN del growth	Yeast lifespan up	MRP1 act
COc1ccc2c3c(c(=O)oc2c1OCC(N)=O)CCCC3	-1	-11	-32	1	87	14	-10	91	-7	-0.1
CC1(C)SC(=S)N(/N=C/c2ccc(O)cc2)C1N(O)C(=O)Nc1ccc([N+](=O)[O-])cc1 (configuration not stated)	4	-38	36	-5	63	.	-1	65	-7	-1.8
CCOc1ccc(Br)cc1S(=O)(=O)NCCN(C)C	-1	-21	-4	-2	101	8	-8	95	-4	1.0
CCOC(=O)CNC(=O)CSc1nnnn1-c1ccc(C)c(C)c1	0	14	-6	3	101	15	-13	117	-15	-1.4
COc1ccc(NC(=O)Nc2ccc(Cc3ccncc3)cc2)c(OC)c1	-10	-42	-6	-1	105	11	3	103	3	4.0
COc1cc(C)c(Cl)cc1S(=O)(=O)n1cnc(C)c1	0	-25	-32	0	101	4	-10	102	-9	0.1
CC(NC(=O)COc1ccc(/C=N/NC(=O)C(=O)Nc2ccccc2Br)cc1)c1ccccc1 (configuration not stated)	.	-18	-68	0	20	6	1	21	-20	-1.9
Cc1ccc2cc(CN(Cc3ccc4c(c3)OCO4)Cc3nnnn3Cc3ccco3)c(=O)[nH]c2c1	-2	-73	.	1	93	16	-18	76	-2	-1.0
O=C(COC(=O)c1cc2c(s1)CCCC2)NCc1ccccc1Cl	-2	-26	-8	11	100	6	10	92	-5	0.4
COc1ccc(CCNC(=O)CSc2ncn[nH]2)cc1	-1	-38	6	2	97	14	12	96	-6	0.1
Cc1cccc(C)c1NC(=O)C1=C(O)c2ccccc2N(C)S1(=O)=O	0	-12	.	1	95	4	15	88	4	-0.9
Cn1nnnc1SCC(=O)Nc1ccc(Br)cc1Cl	.	-31	-3	1	88	12	6	98	-6	-2.7
C#CC(=O)N(c1cc(OC)ccc1OC)C(C(=O)NC1CCCC1)c1cccs1 (configuration not stated)	73*	-7	58*	7	0.7*	0	16	1.0*	-17	-5.0
CCc1ccccc1NC(=O)Cn1nc(C(F)(F)F)c2c1CCC2	.	-50	-10	10	95	19	0	82	.	-0.3
CN(C)C(=S)c1ccc2ccccc2n1	1	-9	7	-2	84	8	8	94	-12	-0.6
CCOC(=O)CNC(=O)Nc1cc(C(C)(C)C)nn1-c1ccccc1	2	-38	-34	1	93	11	9	98	-6	0.5
CCc1ccc(NC(=O)CSc2nnc(-c3n[nH]c4ccccc34)n2-c2ccccc2)cc1	-11	-15	.	3	94	6	-7	102	-4	-1.7
O=C(CC1C(=O)N(c2ccccc2)C(=S)N1c1ccccc1)c1ccc(Br)cc1 (configuration not stated)	-14	-26	.	3	97	19	0	81	2	4.7*
Cc1ccc(S(=O)(=O)N(CC(=O)N2CCCCC2)c2cccc(C)c2)cc1	.	-34	-33	4	92	12	1	85	.	-0.4
COc1ccc(Cl)cc1NC(=O)C/C(C)=N/NC(=O)CC#N	0	-68	11	0	96	5	-4	115	-22	0.1
COCc1cc(C)nc(SCC(=O)N2CCC(C)CC2)c1C#N	1	-49	12	5	108	9	-11	106	-8	-0.9
O=C(CSc1nnc(-c2cccnc2)o1)Oc1ccccc1	26*[artifact]	-31	-8	2	105	44*	-3	100	-19	1.5
COc1ccccc1NC(=O)CSc1nnc(-c2ccccn2)n1Cc1ccco1	2	-71	.	9	97	4	11	96	0	-1.7
CC(C(=O)Nc1ccccn1)N1C(=O)C2C3C=CC(C3)C2C1=O (configuration not stated)	0	-46	-7	1	94	8	-1	93	4	-0.7
N#C/C(=C\c1ccc(OCc2ccccc2)cc1)C(=O)Nc1nc2c(s1)CCN(Cc1ccccc1)C2	0	-17	3	0	50	1	-1	30	-8	-5.4
(further entries)
SMILES	Phagocytosis inh	Yeast growth inh	E-sel TNF inh	NPY-Y2 antag	HCT116 bCat-KO	Measles CPE	GALR2 blocker	PTEN del growth	Yeast lifespan up	MRP1 act
CC(=O)NC1C(=O)N=C(SCC(=O)NC(C)c2ccccc2)NC1=O (configuration not stated)	-2	4	.	-1	83	11	-1	93	-17	-2.3
CC(C)CN(CC(C)C)C(=O)CS(=O)(=O)Cc1ccccc1	0	-49	-26	-2	96	20	5	96	6	0.2
COc1ccc(C2C(C(=O)N3CCOCC3)=C(C)NC3=C2C(=O)CC(C)(C)C3)cc1O (configuration not stated)	3	0	-3	2	99	2	9	91	-5	-0.6
CCCCN(C)Cc1c(C)[nH]c2ccc(C)cc2c1=O	-2	-30	5	-2	101	12	-1	106	4	0.2
COc1ccc(-c2oc(NC(=O)CCl)c(C#N)c2-c2ccc(OC)cc2)cc1	0	-34	0	1	5.8*	18	-4	6	-5	-2.4
CN(C)S(=O)(=O)Oc1ccccc1C(=O)Nc1cccc(C(F)(F)F)c1	.	-43	-26	-2	75	19	-1	91	-14	-3.6
COc1ccc(/C=C/C(=O)OCC(=O)Nc2ccc(C)cc2)cc1S(=O)(=O)N1CCOCC1	-2	-31	-24	5	100	5	7	101	2	-1.0
Cn1c(=O)c2c(c3ccccc31)OC(C)(C)CC2	-2	0	.	4	91	2	8	90	-5	-0.6
CCCNC(=O)NC1C(NC(=O)NCCC)N(C)C(=O)N1C (configuration not stated)	0	-8	0	-1	94	3	4	101	-1	-1.3
Cc1sc2nc(N3CCOCC3)[nH]c(=O)c2c1-c1ccccc1	-1	-38	-4	1	92	11	3	93	4	-0.6
CCCCn1c(SCc2nc3ccccc3s2)nc2ccccc2c1=O	-14	-38	-4	9	54	4	-22	40	6	-3.6
O=C(CSc1nnc(COc2cccc3ccccc23)o1)N1CCN(C(=O)c2ccco2)CC1	.	-11	-32	1	94	17	-18	94	2	-2.3
CC#CCCc1nc2ccccc2c(=O)n1N	-6	-48	11	1	94	2	-5	109	-3	1.9
CCN(Cc1ccccc1)C(c1ccc(Cl)cc1)c1nnnn1C(C)(C)C (configuration not stated)	1	-23	-14	3	49	2	-2	44	16	-2.5
CCCCCn1c(CNC(=O)COC)nc2ccccc21	-1	-10	-29	2	104	1	12	94	-10	-1.0
COc1cccc(/C=C/C(=O)OCC(=O)NCC2CCCO2)c1 (configuration not stated)	0	3	.	4	96	14	6	100	-4	-2.2
CCN(CC)S(=O)(=O)c1ccc2c(c1)nc(CCC(=O)OCC(=O)N1CCc3ccccc31)n2C	.	-40	.	1	80	5	0	85	7	-3.8
Cc1ccsc1-c1nc(-c2ccccc2)c(-c2ccccc2)[nH]1	.	-31	-23	-3	87	13	-1	85	-22	-2.9
CC1CC1C(=O)OCC(=O)NCc1ccccc1Cl (configuration not stated)	0	-29	-5	2	98	28	-4	101	-10	-0.6
O=C1c2ccccc2C(=O)N1CCC(c1ccc(F)cc1)c1ccco1 (configuration not stated)	-1	-11	-17	4	79	5	4	84	-14	-0.8
CCOc1ccc(Oc2c(/C=N/NC(=O)COc3ccccc3OC)c(C)nn2-c2ccccc2)cc1	4	-10	-4	26*	50	9	-20	39	0	-3.3
Cn1c(=NC(=O)c2ccccc2[N+](=O)[O-])sc2cc(S(C)(=O)=O)ccc21	0	-9	-9	-1	95	8	1	98	1	0.5
Cc1ccc(Nc2cc(=O)oc3ccccc23)c(C)c1	6	-8	14	5	25	6	-1	21	-7	-5.9
Cn1cc(C(=O)c2cccc(Cl)c2Cl)cc1C(=O)O	.	-26	-15	2	101	18	2	92	-8	-2.6
O=C(Nc1nccs1)c1cc2sccc2n1Cc1ccc(F)cc1	2	-18	.	3	92	7	-3	88	3	-3.9
The list goes on:
SMILES	Phagocytosis inh	Yeast growth inh	E-sel TNF inh	NPY-Y2 antag	HCT116 bCat-KO	Measles CPE	GALR2 blocker	PTEN del growth	Yeast lifespan up	MRP1 act
CC(C)CC(=O)NC(=S)NCCc1ccccc1	.	-12	-6	-1	93	6	-5	93	-11	-3.5
CC(=O)N1CCN(c2ccc(Nc3ncnc4c3oc3ccccc34)cc2)CC1	1	-17	20	3	40	6	2	33	-10	-2.7
Cc1ccc(NC(=O)COC(=O)C2COc3ccccc3O2)cc1S(=O)(=O)N1CCOCC1 (configuration not stated)	-6	-36	.	0	90	7	4	91	5	-1.1
Cc1ccc(/C=N/N2CCN(Cc3ccc(Cl)cc3)CC2)o1	0	-9	13	2	100	4	-11	95	-4	-2.1
CCOc1c(OC(C)=O)ccc(/C=C/c2ccc3cccc(OC)c3n2)c1[N+](=O)[O-]	-5	-59	0	-2	70	19	1	80	6	-0.3
O=C(CCc1ccccc1)Nc1ccc(Cl)cn1	1	-16	3	3	22	2	5	23	-8	-3.2
N#Cc1ccc(NC(=O)Nc2ccc(Cl)cc2)cc1	-1	-35	-83	-2	4.0*	2	23	3.4*	-16	-5.1
Cc1cc2nc(-c3ccc(SCC(=O)N4CCN(C(=O)c5ccco5)CC4)nc3)[nH]c2cc1C	1	-32	-23	4	12	2	5	10	-9	-4.0

In the list so far, these contain an NH in an aromatic ring:
SMILES	Phagocytosis inh	Yeast growth inh	E-sel TNF inh	NPY-Y2 antag	HCT116 bCat-KO	Measles CPE	GALR2 blocker	PTEN del growth	Yeast lifespan up	MRP1 act
Cc1ccc2cc(CN(Cc3ccc4c(c3)OCO4)Cc3nnnn3Cc3ccco3)c(=O)[nH]c2c1	-2	-73	.	1	93	16	-18	76	-2	-1.0
COc1ccc(CCNC(=O)CSc2ncn[nH]2)cc1	-1	-38	6	2	97	14	12	96	-6	0.1
CCc1ccc(NC(=O)CSc2nnc(-c3n[nH]c4ccccc34)n2-c2ccccc2)cc1	-11	-15	.	3	94	6	-7	102	-4	-1.7
CCCCN(C)Cc1c(C)[nH]c2ccc(C)cc2c1=O	-2	-30	5	-2	101	12	-1	106	4	0.2
Cc1sc2nc(N3CCOCC3)[nH]c(=O)c2c1-c1ccccc1	-1	-38	-4	1	92	11	3	93	4	-0.6
Cc1ccsc1-c1nc(-c2ccccc2)c(-c2ccccc2)[nH]1	.	-31	-23	-3	87	13	-1	85	-22	-2.9
Cc1cc2nc(-c3ccc(SCC(=O)N4CCN(C(=O)c5ccco5)CC4)nc3)[nH]c2cc1C	1	-32	-23	4	12	2	5	10	-9	-4.0
